From PubChem
S100A4 MyoIIA – S100A4-myosin IIA interaction inhibition; inhibition, % at 10.7 µM; S100A4/TAMRA-MyoIIA peptide fluorescence polarization; 360,000 compounds, 0.14% hits;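 active means mean inhibition of at least 70% across replicates, with every replicate also reaching that level; inconclusive means mean inhibition reaches 70% but some replicates fall short; inactive means mean inhibition below 70%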
Target sequence (P26447 whole entry, looked up): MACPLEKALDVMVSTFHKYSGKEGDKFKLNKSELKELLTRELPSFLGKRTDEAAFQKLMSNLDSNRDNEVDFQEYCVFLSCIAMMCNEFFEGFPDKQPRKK
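System – human S100A4 monomer protein, biochemical binding assay · Buffer or medium – Calcium-containing HEPES buffer, pH 7.2 · Timing – 5 min between mix addition and reading · Also added – TAMRA-labelled myosin IIA heavy-chain peptide probe, 5 nM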
ERp5 block – ERp5 (human) disulfide isomerase inhibition. ERp5 insulin aggregation, absorbance 650 nm, 90 min. inhibition, % at 9.99 µM. 350,000 compounds, 0.05% hits. AID 651711;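 active means mean replicate inhibition above about 25%, with every replicate also reaching it, limit read from the data, passing the limit was not always enough; inconclusive means only one of those two criteria met; inactive means neither criterion met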
Target sequence (Q15084 whole entry, looked up): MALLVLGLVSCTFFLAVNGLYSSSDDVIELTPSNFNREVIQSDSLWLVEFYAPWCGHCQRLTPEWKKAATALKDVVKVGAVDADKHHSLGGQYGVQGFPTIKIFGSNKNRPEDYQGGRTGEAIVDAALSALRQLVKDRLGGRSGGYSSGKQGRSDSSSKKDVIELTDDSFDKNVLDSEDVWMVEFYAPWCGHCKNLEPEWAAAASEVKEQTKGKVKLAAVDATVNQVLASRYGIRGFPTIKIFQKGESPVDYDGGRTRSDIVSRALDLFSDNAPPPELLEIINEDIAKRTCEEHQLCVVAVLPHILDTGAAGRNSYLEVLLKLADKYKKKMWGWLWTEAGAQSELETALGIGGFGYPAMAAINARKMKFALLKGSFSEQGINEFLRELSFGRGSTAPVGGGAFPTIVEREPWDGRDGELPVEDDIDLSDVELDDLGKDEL
E-selectin induc – E-selectin induction on HUVECs. HUVEC E-selectin immunofluorescence imaging; normalized: neutral wells 0, TNF-alpha wells 100. P16581. 260,000 compounds, 0.37% hits. activation, % at 7.58 µM;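 active means mean E-selectin-positive cell signal at least 10% of the positive control, reached in at least 60% of replicates, without over 20% cell loss; inconclusive means no rule given, readout overlaps actives, possibly toxicity-flagged; inactive means the rest, including those meeting only one limit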;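 further: in these data hits start at about 27%; measured in HUVEC primary endothelial cells; signal is the percent of cells scored E-selectin positive by PE staining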
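Material: HUVEC primary endothelial cells; Amount: 3,000 cells per well; Dosing: single concentration; Medium: EGM-2 growth medium on 0.1% gelatin-coated wells; Read-out basis: percent E-selectin-positive cells; Signal: immunofluorescence imaging; Control set: TNF-alpha, DMSO.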
SIRT5 inh – inhibitors of human sirtuin-5 desuccinylase | Q9NXA8 | Purified SirT5, succinyl-peptide AMC, trypsin-coupled fluorescence | inhibition, % at 15 µM | 330,000 compounds, 1.1% hits; in the data active means inhibition above about 15%; inconclusive means no clear call, values can overlap the other calls
Target sequence (Q9NXA8 whole entry, looked up): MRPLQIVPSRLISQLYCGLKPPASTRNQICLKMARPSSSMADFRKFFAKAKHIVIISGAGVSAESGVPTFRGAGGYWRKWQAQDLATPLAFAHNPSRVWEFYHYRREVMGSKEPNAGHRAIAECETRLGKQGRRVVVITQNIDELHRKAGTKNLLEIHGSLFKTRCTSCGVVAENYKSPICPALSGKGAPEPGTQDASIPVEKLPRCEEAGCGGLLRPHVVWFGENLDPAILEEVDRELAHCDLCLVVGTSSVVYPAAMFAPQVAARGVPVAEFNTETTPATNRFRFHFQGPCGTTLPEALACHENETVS
C2C12 statin – suppressors of simvastatin-induced myotoxicity in C2C12 myotubes; ATP luminescence, 48 h; scaled: DMSO 0, geranylgeraniol control 100; rescue of ATP level, % at 7.49 µM; 330,000 compounds, 0.78% hits; AID 602340;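 active means mean ATP rescue above about 67%, or every replicate alone reaching that limit, limit read from the data, passing the limit was not always enough; inconclusive means no clear call, values can overlap the other calls; inactive means mean under the limit and some replicate under it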;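 further: myotubes were challenged with 10 µM simvastatin during compound exposure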
PglD inh – blocks C. jejuni PglD acetyltransferase activity; purified PglD enzyme, DTNB colorimetric CoA detection; inhibition, % at 12.5 µM; 360,000 compounds, 0.098% hits; in the data active means inhibition above about 16%, passing the limit was not always enough; inconclusive means no clear call, values can overlap the other calls; further: strong numbers were not always called active
DENV2 CPE – DENV2-induced cell death inhibition | DENV2-infected cells, cytopathic effect rescue, plate reader | CPE inhibition, % at 9.99 µM | 350,000 compounds, 1.7% hits; in the data active means CPE inhibition above about 20%, passing the limit was not always enough; inconclusive means no clear call, values can overlap the other calls; tested in BHK-21 cells;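 further: 0% = median of neutral control wells and 100% = median of positive control wells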
The depositor's hits bear a star; u = inconclusive; x = no result given; & = joins results of further samples. Only part of the results is shown, so the mix of outcomes need not match the whole.

SMILES	S100A4 MyoIIA	ERp5 block	E-selectin induc	SIRT5 inh	C2C12 statin	PglD inh	DENV2 CPE
CO[C@H]1CN(C)C(=O)c2ccc(NC(=O)c3nc4ccccc4s3)cc2OC[C@@H](C)NC[C@H]1C	1	0	-0.1	3	26	2	1
CC(=O)Nc1ccc2c(c1)CCc1ccccc1-2	-13	3	-1.7	0	6	3	-5
O=C(C[C@@H]1CC[C@H](NC(=O)Nc2ccc3c(c2)OCO3)[C@H](CO)O1)NCc1ccccc1	6	1	0.6	-2	-1	3	u
Cc1ccccc1N(CC(=O)NCCc1ccccc1)C(=O)CCC(=O)Nc1ccccn1	2	1	0.1	3	-14	0	18
O=C(Nc1ccn(CC(=O)N2CCN(c3ccccn3)CC2)c(=O)n1)OCc1ccccc1	3	-2	-0.1	x	-3	-1	119*
COc1ccccc1-c1ccc2n(c1=O)C[C@H]1[C@H](CO)[C@@H](C(=O)NCc3ccccc3F)N[C@@H]21	5	-1	0.0	-5	2	4	5
CCOc1ccc(C(=O)NCC(=O)Nc2ccc(N3CCOCC3)cc2)cc1OCC	8	-1	1.7	5	x	x	2
C[C@@H]1CN([C@@H](C)CO)C(=O)c2cccc(NC(=O)Nc3ccc4c(c3)OCO4)c2O[C@H]1CN(C)CC1CC1	24	-3	0.0	1	19	5	4
O=[N+]([O-])c1ccccc1CNCCCCCO	1	-1	0.0	-1	-3	-7	0
C[C@H]1CN([C@@H](C)CO)C(=O)Cc2cc(NC(=O)c3ccncc3)ccc2O[C@H]1CN(C)CC1CC1	-16	2	-0.1	-2	-17	-4	-8
CN(C(=O)CCl)C1CCCc2ccccc21 (centres undefined)	0	-2	1.7	0	x	x	-3
NC(=O)CC(NC(=O)Cc1ccc(Br)cc1)c1ccc(NCCc2ccccc2F)c([N+](=O)[O-])c1 (centres undefined)	-5	-2	0.0	x	15	-4	u
COC(=O)c1ccc(NC(=O)c2ccccc2NS(=O)(=O)c2ccccc2)cc1	6	-7	x	5	-126	-5	-3
COc1ccccc1Cn1c(=S)[nH]c2cc(C(=O)NCCCN3CCOCC3)ccc2c1=O	-2	-2	x	-1	4	5	0
CNC(=O)C[C@@H]1CC[C@H]2[C@H](COc3ccc(NC(=O)C4CCCCC4)cc3C(=O)N2C)O1	5	-2	0.2	-2	15	5	10
COc1ccc(NC(=O)Nc2ccc3c(c2)C(=O)N([C@@H](C)CO)C[C@@H](C)[C@H](CN(C)Cc2ccc(-c4ccccc4)cc2)O3)cc1	10	-8	-0.8	12	-67	1	8
COc1ccccc1NC(=O)N[C@H]1CC[C@@H](CCn2cc(-c3cccnc3)nn2)O[C@H]1CO	5	-1	0.2	-2	-9	0	9
CCOc1ccc(-c2nnn(CC(=O)Nc3cc(OC)cc(OC)c3)n2)cc1OCC	2	0	x	-3	-7	-2	1
O=C(NNC1=C(C(=O)C(F)(F)F)CCC1)c1ccc(Br)cc1	-9	-3	x	-1	12	3	9
OC(c1ccccc1)(c1ccccc1)C1CCN(CCCOc2cccc(C(F)(F)F)c2)CC1	0	-1	0.0	x	x	x	10
CC1=C(C(=O)O)N2C(=O)C(NC(=O)c3ccccc3Cl)C2SC1 (centres undefined)	-9	6	0.1	-3	-8	-1	-1
CCC(=O)Nc1ccc2c(c1)OC[C@@H](C)N(C(=O)c1ccc(F)cc1)C[C@H](C)[C@@H](OC)CN(C)C2=O	1	-1	-0.1	5	-10	1	4
CCC(=O)Nc1cccc(NC(=O)c2ccc(C)cc2Cl)c1	8	-7	2.0	-2	x	x	-7
CCC(C(=O)Oc1c(C(C)C)cccc1C(C)C)c1ccccc1 (centres undefined)	-7	-4	0.0	3	-8	0	19
CCc1nc2c(OCc3ccccc3C)cccn2c1N(C)C(=O)C(C)C	-1	6	0.4	x	-9	4	5

(list continues)
SMILES	S100A4 MyoIIA	ERp5 block	E-selectin induc	SIRT5 inh	C2C12 statin	PglD inh	DENV2 CPE
N/C(=N\OC(=O)CC1CCCCC1)c1ccccn1	-9	3	x	-4	5	1	-12
O=C(Nc1ccc(Br)cn1)c1cccc2ccccc12	2	1	x	-3	x	0	-3
O=C(/C=C/[C@H]1O[C@@H](n2ccc(=O)[nH]c2=O)[C@H](O)[C@@H]1O)NC(c1ccccc1)c1ccccc1	-5	3	x	-3	0	-6	-9
COCC(=O)Nc1ccc2c(c1)C(=O)N(C)[C@@H]1CC[C@H](CC(=O)NCCc3ccncc3)O[C@H]1CO2	-9	-4	0.0	1	12	-1	-1
COCC(=O)N1[C@H](CO)[C@H]2c3ccccc3N(C(=O)Nc3cc(F)ccc3F)C[C@H]21	4	0	0.3	-1	-12	-1	-2
CCCC#Cc1ccc([C@H]2[C@@H](CO)N3CCCCN(CC4CCOCC4)C[C@@H]23)cc1	-11	-2	1.3	2	3	-8	u
C/C=C/c1ccc([C@H]2[C@@H](CO)N(C(=O)NC(C)C)[C@@H]2CNC(C)=O)cc1	-1	2	-0.1	-3	x	x	19
Cc1c(Cl)cccc1NC(=S)N1CCC(C(N)=O)(N2CCCCC2)CC1	-6	-3	x	2	3	x	2
C[C@@H]1CCCCO[C@@H](CN(C)Cc2ccc3c(c2)OCO3)[C@H](C)CN([C@@H](C)CO)C(=O)c2cc(NC(=O)Nc3ccc(C(F)(F)F)cc3)ccc2O1	7	-5	-0.1	-1	x	0	-33
C[C@H](CO)N1C[C@H](C)[C@H](CN(C)C(=O)NC2CCCC2)Oc2ncc(-c3ccccc3)cc2C1=O	-32&10	0&4	0.2	4&1	10&4	3&6	-14
O=C(NC(=S)N1CCN(c2ccc([N+](=O)[O-])cc2)CC1)c1ccc(F)cc1	-11	-3	-0.3	3	x	1	2
Cc1ccc(CNC(=O)CCS(=O)(=O)c2cc3c(cc2Cl)NC(=O)CO3)cc1	2	-1	-0.4	-1	8	4	16
O=C(C1CC1)N1CC2(C1)[C@H](c1ccccc1)[C@@H](CO)N2Cc1ccc(Cl)cc1	-2	0	0.1	-4	x	x	4
COCCn1c(SCC(=O)N2CCCC2=O)nnc1-c1ccncc1	-2	-4	6.9	-1	3	0	0
COc1ccc(CN(CC(=O)NCCC(C)C)C(=O)CCC(=O)Nc2nccs2)cc1	-6	5	0.0	6	2	-3	2
C[C@@H]1CCCCO[C@@H](CN(C)Cc2ccc(Cl)c(Cl)c2)[C@H](C)CN([C@H](C)CO)C(=O)c2cc(NS(=O)(=O)c3cn(C)cn3)ccc2O1	10	4	-0.3	6	x	1	-12
O=C(NCCNC(=O)c1ccccc1Cl)c1ccco1	-1	-1	0.9	-3	-1	-4	2
Cc1ccc(S(=O)(=O)NCC[C@@H]2CC[C@H](NC(=O)CCN3CCCCC3)[C@@H](CO)O2)cc1	8	2	-0.2	17*	-2	-2	10
Cc1ccc(C(=O)/C=C/c2c[nH]c3ccccc23)cc1	-7	2	x	1	14	-1	-1
COc1cc(CCC(=O)Nc2cc(C)cc(C)c2)cc(OC)c1OC	3	-65	-0.7	1	x	x	-1
Cc1cc(C(=O)CN2C(=O)C(=O)N(Cc3ccccc3)C2=O)c(C)n1Cc1ccc(F)cc1	3	-4	0.1	0	2	x	-3
C[C@@H]1CN([C@@H](C)CO)C(=O)c2cc(-c3ccccc3)cnc2O[C@@H]1CN(C)C(=O)C1CCCCC1	-5	0	0.0	-9	5	-1	12
CCCCCC(=O)N1C[C@@H](n2cc(COC(=O)c3ccccc3)nn2)[C@H](O)C[C@@H]1c1ccc(Cl)cc1	15	3	-0.1	-1	-16	-5	9
O=C(N[C@@H](Cc1ccccc1)C(=O)OCc1ccccc1)c1nc[nH]c1C(=O)N1CCc2ccccc2C1	0	-8	0.0	x	5	-2	-5
Cc1cc(SCC(=O)Nc2ccc(O)cc2)n2nc(C)c(-c3ccccc3)c2n1	1	-11	0.8	-1	-4	5	-5

In a second layout: results already given.
structure | S100A4 MyoIIA | ERp5 block | E-selectin induc | SIRT5 inh | C2C12 statin | PglD inh | DENV2 CPE
O=C(C1CC1)N1CC2(C1)[C@H](c1ccccc1)[C@@H](CO)N2Cc1ccc(Cl)cc1 | -2 | 0 | 0.1 | -4 | x | x | 4
COCCn1c(SCC(=O)N2CCCC2=O)nnc1-c1ccncc1 | -2 | -4 | 6.9 | -1 | 3 | 0 | 0
COc1ccc(CN(CC(=O)NCCC(C)C)C(=O)CCC(=O)Nc2nccs2)cc1 | -6 | 5 | 0.0 | 6 | 2 | -3 | 2
C[C@@H]1CCCCO[C@@H](CN(C)Cc2ccc(Cl)c(Cl)c2)[C@H](C)CN([C@H](C)CO)C(=O)c2cc(NS(=O)(=O)c3cn(C)cn3)ccc2O1 | 10 | 4 | -0.3 | 6 | x | 1 | -12
O=C(NCCNC(=O)c1ccccc1Cl)c1ccco1 | -1 | -1 | 0.9 | -3 | -1 | -4 | 2
Cc1ccc(S(=O)(=O)NCC[C@@H]2CC[C@H](NC(=O)CCN3CCCCC3)[C@@H](CO)O2)cc1 | 8 | 2 | -0.2 | 17* | -2 | -2 | 10
Cc1ccc(C(=O)/C=C/c2c[nH]c3ccccc23)cc1 | -7 | 2 | x | 1 | 14 | -1 | -1

(further entries)
SMILES	S100A4 MyoIIA	ERp5 block	E-selectin induc	SIRT5 inh	C2C12 statin	PglD inh	DENV2 CPE
C[C@H]1CN([C@@H](C)CO)C(=O)Cc2cc(NC(=O)C3CC3)ccc2O[C@@H]1CN(C)Cc1ccncc1	3	4	-0.3	1	6	-1	-6
COc1cccc(/C=N/NC(=O)Cn2nc(C)c([N+](=O)[O-])c2C)c1O	1	0	-1.4	2	x	-2	3
Cc1ccc(S(=O)(=O)N(C)c2ccc3ccccc3c2)cc1	1	4	x	-1	6	7	x
CN(CCOc1ccccc1)C(=O)C1CCC(=O)N(CCN2CCOCC2)C1 (centres undefined)	-1	-2	-1.6	-2	-3	-3	-1
O=C(NCc1ccc(N2CCCC2=O)cc1)c1ccc(F)cc1	-7	1	0.0	-2	x	1	-6
COc1ccc(NC(=O)N(C)C[C@@H]2OCCCC[C@H](C)Oc3ccc(NS(=O)(=O)c4ccc(Cl)cc4)cc3C(=O)N([C@H](C)CO)C[C@H]2C)cc1	1	-1	-0.1	6	x	1	-4
CCC(C)NC(=O)c1ccc(NS(=O)(=O)c2ccc3[nH]c(=O)[nH]c3c2)cc1 (centres undefined)	3	0	x	-6	9	-3	-10
CCCC(=O)Nc1ccc2c(c1)OC[C@H](C)N(Cc1ccccn1)C[C@H](C)[C@H](OC)CN(C)C2=O	15	-1	-0.2	2	4	0	-5
COCCN1CCC(CNCc2cn(-c3cc(C)ccc3C)nc2-c2ccccc2)C1 (centres undefined)	-7	9	-0.4	0	x	x	-5
CC(=O)C(C(C)=O)C1(O)C(=O)c2ccccc2C1=O	-6	0	x	-1	16	7	11
CCOC(=O)N1CCN(C(=O)c2ccc3nc(SCc4ccc(F)cc4)n(C)c3c2)CC1	0	-1	x	7	0	1	x
C/C(=C/c1ccccc1)C(=O)N1CCC(C)CC1	1	-2	0.0	3	5	3	2
CC1CCC(NC(=O)c2cc3ccccc3cc2O)CC1 (centres undefined)	5	6	x	-5	-2	2	-3

A few values from the entries so far:
CCCC#Cc1ccc([C@H]2[C@@H](CO)N3CCCCN(CC4CCOCC4)C[C@@H]23)cc1 | PglD inh: -8
COCC(=O)Nc1ccc2c(c1)C(=O)N(C)[C@@H]1CC[C@H](CC(=O)NCCc3ccncc3)O[C@H]1CO2 | S100A4 MyoIIA: -9
COCCn1c(SCC(=O)N2CCCC2=O)nnc1-c1ccncc1 | SIRT5 inh: -1
